# mut p53 react: restores mutant p53 pathway signaling in SW480 cells; AID 624151; activation, % at 9.98 µM; SW480 PUMA-promoter luciferase, p53 mutant reactivation; 28,000 tested, 1.5% active; in the data active = activation above about 52%
# STK33 kin inh: inhibitors of human STK33 kinase | Q9BYT3 | ADP-Glo luminescence, MBP substrate | inhibition, % at 12.5 µM | 27,000 tested, 0.44% active; in the data active = inhibition above about 20%
# Target sequence (Q9BYT3 whole entry, looked up): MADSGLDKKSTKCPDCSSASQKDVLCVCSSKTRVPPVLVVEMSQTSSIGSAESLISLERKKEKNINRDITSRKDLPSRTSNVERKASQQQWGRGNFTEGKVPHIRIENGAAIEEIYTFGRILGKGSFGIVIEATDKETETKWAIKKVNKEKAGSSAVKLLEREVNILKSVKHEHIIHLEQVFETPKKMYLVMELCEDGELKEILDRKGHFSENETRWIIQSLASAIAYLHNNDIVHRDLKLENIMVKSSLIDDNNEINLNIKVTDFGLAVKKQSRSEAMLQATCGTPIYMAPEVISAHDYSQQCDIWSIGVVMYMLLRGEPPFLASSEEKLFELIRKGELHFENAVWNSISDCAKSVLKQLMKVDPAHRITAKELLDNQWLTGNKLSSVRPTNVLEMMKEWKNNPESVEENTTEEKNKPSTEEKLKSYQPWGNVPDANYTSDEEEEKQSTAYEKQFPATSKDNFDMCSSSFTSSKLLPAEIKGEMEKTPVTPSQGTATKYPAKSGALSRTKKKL
# Active calls of the source: *; / = no result given. This is a subset. The share of hits here may be higher or lower than overall.
SMILES,mut p53 react,STK33 kin inh
CNC[C@H]1Oc2ccc(NS(=O)(=O)c3c(C)noc3C)cc2C(=O)N([C@H](C)CO)C[C@@H]1C,-9,/
C[C@H](CO)N1C[C@H](C)[C@H](CN(C)C(=O)Nc2ccc(C(F)(F)F)cc2)Oc2c(NC(=O)C3CCOCC3)cccc2C1=O,-3,0
C[C@@H]1CN([C@H](C)CO)C(=O)c2cc(NS(=O)(=O)c3cn(C)cn3)ccc2O[C@H]1CN(C)S(=O)(=O)c1ccc(Cl)cc1,/,-5
[N-]=[N+]=Nc1ccccc1C[C@]1(C(=O)NCc2ccccc2)COC(c2ccc(OCCCO)cc2)=N1,/,2
COc1ccc(S(=O)(=O)N(C)CC(=O)Nc2ccc(C(N)=O)cc2)cc1,11,9
C[C@H]1CN([C@@H](C)CO)C(=O)Cc2cc(NC(=O)Nc3ccc4c(c3)OCO4)ccc2O[C@H]1CN(C)S(=O)(=O)c1cn(C)cn1,/,2
COCC#Cc1cnc2c(c1)C(=O)N([C@H](C)CO)C[C@H](C)[C@H](CN(C)C(=O)Cc1ccncc1)O2,14,/
C[C@H](CO)N1C[C@H](C)[C@H](CN(C)C(=O)Nc2ccccc2)Oc2ccc(NC(=O)Cn3cnnn3)cc2CC1=O,6,1
O=C(NCCCn1ccnc1)NC(C(F)(F)F)C(F)(F)F,13,3
O=C(Cn1cc(C(=O)c2ccco2)c2ccccc21)Nc1ccccc1C(F)(F)F,-13,6
CC(C)NC(=O)Nc1ccc2c(c1)CC(=O)N([C@@H](C)CO)C[C@@H](C)[C@H](CN(C)S(=O)(=O)c1ccccc1)O2,5,/
C[C@H]1CN([C@@H](C)CO)C(=O)Cc2cc(NS(C)(=O)=O)ccc2O[C@H]1CN(C)S(=O)(=O)c1ccc(F)cc1,/,0
C[C@H](O)C#Cc1ccc2c(c1)O[C@H](CN(C)C(=O)c1ccccc1)[C@H](C)CN([C@H](C)CO)S2(=O)=O,-1,/
Cc1noc(C)c1S(=O)(=O)Nc1ccc2c(c1)C(=O)N([C@H](C)CO)C[C@@H](C)[C@@H](CN(C)C)O2,-1,/
Cc1cc(=O)[nH]c(SC(C)C(=O)Nc2ccc(Cl)cc2)n1 (centres undefined),9,-1
C[C@H]1CN([C@@H](C)CO)C(=O)c2cc(NS(=O)(=O)c3ccc(F)cc3)ccc2O[C@H]1CN(C)CC1CC1,/,1
COc1cccc(CN(C)C[C@@H]2OCc3cn(nn3)CCCC(=O)N([C@H](C)CO)C[C@H]2C)c1,/,0
C[C@H]1CN([C@@H](C)CO)C(=O)c2cc(NC(=O)c3ccncc3)ccc2O[C@H]1CN(C)C(=O)Nc1ccc2c(c1)OCO2,13,1
C[C@@H]1CN([C@H](C)CO)C(=O)c2cc(NS(=O)(=O)c3cn(C)cn3)ccc2O[C@H]1CN(C)Cc1ccc(C(=O)O)cc1,/,-1
COc1ccc(CN(C)C[C@@H]2Oc3ccc(NC(=O)NC4CCCCC4)cc3CC(=O)N([C@H](C)CO)C[C@H]2C)cc1,8,1
CC(Sc1nc(N)cc(=O)[nH]1)C(=O)Nc1ccc(Cl)cc1 (centres undefined),2,4
Cc1ccc(S(=O)(=O)N(C)C[C@@H]2Oc3ccc(NS(=O)(=O)c4ccccc4)cc3C(=O)N([C@@H](C)CO)C[C@H]2C)cc1,/,3
COc1ccc(S(=O)(=O)N(C)C[C@H]2Oc3ccc(NS(=O)(=O)c4cccs4)cc3CC(=O)N([C@@H](C)CO)C[C@H]2C)cc1,/,0
COc1ccc(NC(=O)C2CCCCC2C(=O)O)cc1 (centres undefined),5,1
C[C@H](CO)N1C[C@H](C)[C@H](CN(C)C(=O)Nc2ccc(F)cc2)Oc2ccc(NS(=O)(=O)c3ccc(F)cc3)cc2C1=O,/,-1
COc1ccc(NC(=O)N(C)C[C@H]2Oc3ccc(NC(=O)C4CC4)cc3CC(=O)N([C@H](C)CO)C[C@H]2C)cc1,/,-4
CC(C)COC(=O)N(C)C[C@@H]1OCc2cn(nn2)CCCC(=O)N([C@H](C)CO)C[C@H]1C,/,7
C[C@@H]1CN([C@@H](C)CO)C(=O)CCCn2cc(nn2)CO[C@H]1CN(C)S(=O)(=O)c1ccc2c(c1)OCCCO2,6,-1
C[C@H](CO)N1C[C@H](C)[C@H](CN(C)C)OCc2cn(nn2)CCCC1=O,15,6
C[C@@H]1CN([C@@H](C)CO)C(=O)CCCn2cc(nn2)CO[C@H]1CN(C)Cc1ccc(O)cc1,/,-1
C=C1C(=O)O[C@@H]2[C@H]3C(C)=CC(=O)C3=C(C)C[C@H](O[C@@H]3O[C@H](CO)[C@@H](O)[C@H](O)[C@H]3O)[C@@H]12,-2,-6
O=S(=O)(c1ccc(Cl)c(Cl)c1)N1CCN(Cc2ccc(OCCO)cc2)CC1,/,-3
O=C(COc1cc(Cl)c(Cl)cc1Cl)NCc1ccco1,56*,-5
Cc1ccc([N+](=O)[O-])cc1NC(=O)C1(c2ccccc2)CCN(S(=O)(=O)c2ccccc2)CC1,-11,8
Cn1c(SCc2nc3ccccc3[nH]2)nnc1-c1cnccn1,9,3
CS(=O)(=O)N(CC(=O)O)Cc1ccccc1,-6,-7
N#Cc1c(NC(=O)CSc2n[nH]c(-c3ccc(Cl)cc3)n2)sc2c1CCCC2,-4,-2
Cc1nc(SCC(=O)c2ccc(Cl)cc2)c2c3c(sc2n1)CCCC3,7,-1
C[C@@H]1CN([C@H](C)CO)C(=O)c2cc(NC(=O)C3CC3)ccc2O[C@@H]1CN(C)Cc1ccc(C(=O)O)cc1,0,/
CC(C)NC(=O)N(C)C[C@H]1OCCCC[C@@H](C)Oc2ccc(NC(=O)Cc3ccccc3)cc2C(=O)N([C@H](C)CO)C[C@@H]1C,2,0
CCOC(=O)C1CCCN(C(=O)c2c[nH]n3c(=O)c(Cc4ccc(Cl)cc4)c(C)nc23)C1 (centres undefined),-19,/
CC(C)(C)c1ccc(OCC(=O)Nc2cccc3ncccc23)cc1,-78,0
C[C@@H]1CN([C@@H](C)CO)C(=O)Cc2cc(NC(=O)Nc3ccc(C(F)(F)F)cc3)ccc2O[C@@H]1CN(C)Cc1ccc(C(=O)O)cc1,2,-9
CCC(C)N(C)C(=O)c1cc2ccccc2c(-c2ccccc2Cl)n1 (centres undefined),6,-6
COCCc1ccc(OCC(O)CNC(C)C)cc1 (centres undefined),/,1
COc1ccc(C#Cc2cnc3c(c2)C(=O)N([C@H](C)CO)C[C@@H](C)[C@H](CN(C)C(=O)c2ccccc2F)O3)cc1,5,/
CNC[C@@H]1Oc2ccc(NS(=O)(=O)c3ccc(C)cc3)cc2C(=O)N([C@H](C)CO)C[C@@H]1C,/,-3
CS(=O)(=O)N(CC(=O)Nc1cc(Cl)ccc1Cl)c1cccc2ccccc12,5,-2
O=C(Nc1ccc2c(c1)[C@H]1C[C@@H](CC(=O)N3CCOCC3)O[C@H](CO)[C@H]1O2)c1ccc2c(c1)OCO2,4,/
CCOC(=O)CSc1n[nH]c(CN2c3ccccc3Sc3ccccc32)n1,/,-2
CC(Oc1ccc(Cl)cc1Cl)C(=O)Nc1cc(Cl)ccc1C(=O)O (centres undefined),-9,-1
O=C(CSc1nnnn1-c1ccc(Cl)cc1)Nc1cccc2ccccc12,13,2
Cc1ccc(S(=O)(=O)N(C)C[C@H]2Oc3ccc(NC(=O)Cc4cn(C)c5ccccc45)cc3CC(=O)N([C@@H](C)CO)C[C@@H]2C)cc1,/,6
C[C@H]1CN([C@@H](C)CO)C(=O)Cc2cc(NC(=O)Cc3cn(C)c4ccccc34)ccc2O[C@H]1CN(C)CC1CC1,0,-5
Cc1nnc(SCC(=O)Nc2ccc(C)c(Cl)c2)s1,-11,-3
COc1ccc(NC(=O)Nc2ccc3c(c2)CC(=O)N([C@H](C)CO)C[C@@H](C)[C@@H](CN(C)C(=O)Nc2ccc(OC)cc2)O3)cc1,-1,-4
C[C@@H]1CN([C@@H](C)CO)C(=O)Cc2cc(NC(=O)CCCCCC(=O)Nc3ccccc3N)ccc2O[C@H]1CN(C)Cc1ccc(-c2ccccc2)cc1,-73,/
C[C@@H]1CN([C@H](C)CO)C(=O)Cc2cc(NC(=O)CCC(F)(F)F)ccc2O[C@H]1CN(C)Cc1ccc(-c2ccccc2)cc1,/,5
Cc1ccccc1OCc1nnc(SCC(N)=O)n1C,/,-1
C[C@H]1CN([C@@H](C)CO)C(=O)Cc2cc(NS(=O)(=O)c3ccc(F)cc3)ccc2O[C@@H]1CN(C)S(C)(=O)=O,/,0

# Eleven compounds from above, sorted by number of heavy atoms, largest number first:
SMILES,mut p53 react,STK33 kin inh
Cc1ccc(S(=O)(=O)N(C)C[C@H]2Oc3ccc(NC(=O)Cc4cn(C)c5ccccc45)cc3CC(=O)N([C@@H](C)CO)C[C@@H]2C)cc1,/,6
COc1ccc(NC(=O)Nc2ccc3c(c2)CC(=O)N([C@H](C)CO)C[C@@H](C)[C@@H](CN(C)C(=O)Nc2ccc(OC)cc2)O3)cc1,-1,-4
C[C@@H]1CN([C@H](C)CO)C(=O)Cc2cc(NC(=O)CCC(F)(F)F)ccc2O[C@H]1CN(C)Cc1ccc(-c2ccccc2)cc1,/,5
C[C@H]1CN([C@@H](C)CO)C(=O)Cc2cc(NC(=O)Cc3cn(C)c4ccccc34)ccc2O[C@H]1CN(C)CC1CC1,0,-5
C[C@H]1CN([C@@H](C)CO)C(=O)Cc2cc(NS(=O)(=O)c3ccc(F)cc3)ccc2O[C@@H]1CN(C)S(C)(=O)=O,/,0
O=C(Nc1ccc2c(c1)[C@H]1C[C@@H](CC(=O)N3CCOCC3)O[C@H](CO)[C@H]1O2)c1ccc2c(c1)OCO2,4,/
CNC[C@@H]1Oc2ccc(NS(=O)(=O)c3ccc(C)cc3)cc2C(=O)N([C@H](C)CO)C[C@@H]1C,/,-3
CS(=O)(=O)N(CC(=O)Nc1cc(Cl)ccc1Cl)c1cccc2ccccc12,5,-2
CC(Oc1ccc(Cl)cc1Cl)C(=O)Nc1cc(Cl)ccc1C(=O)O (centres undefined),-9,-1
Cc1ccccc1OCc1nnc(SCC(N)=O)n1C,/,-1
Cc1nnc(SCC(=O)Nc2ccc(C)c(Cl)c2)s1,-11,-3

# Additional results:
SMILES,mut p53 react,STK33 kin inh
C[C@@H]1CN([C@@H](C)CO)C(=O)CCCn2cc(nn2)CO[C@@H]1CN(C)C(=O)c1cc(-c2ccccc2)on1,5,2
Cc1ccc(S(=O)(=O)NC(C)C(=O)Nc2cc([N+](=O)[O-])ccc2C)cc1 (centres undefined),-14,-1
C[C@H](CO)N1C[C@H](C)[C@@H](CN(C)C(=O)Nc2ccccc2)Oc2c(NS(=O)(=O)c3ccccc3)cccc2C1=O,14,/
C[C@H](CO)N1C[C@H](C)[C@H](CN(C)C(=O)Cc2ccccc2)OCCCC[C@H](C)Oc2ccc(NC(=O)Nc3ccc(F)cc3)cc2C1=O,-29,/
CC(C)COC(=O)N(C)C[C@@H]1OCc2cn(nn2)CCCC(=O)N([C@H](C)CO)C[C@@H]1C,/,2
Clc1ccc(SCc2csc(-c3ccsc3)n2)cc1,61*,/
O=C(NC(N1CCCC1=O)(C(F)(F)F)C(F)(F)F)c1cccnc1,/,0
CC/C=C\C=C\C(O)C/C=C\CCCCCCCC(=O)O (centres undefined),/,-4
Cc1cc(Cl)c(S(=O)(=O)Nc2cccnc2)cc1OCC(N)=O,-10,-1
COc1ccc(S(=O)(=O)Nc2ccc3c(c2)C(=O)N([C@@H](C)CO)C[C@H](C)[C@H](CN(C)CC2CC2)O3)cc1,7,0
C[C@H](CO)N1C[C@H](C)[C@H](CN(C)C(=O)c2ccccc2)Oc2ncc(Br)cc2C1=O,4,/
O=C(COc1ccc([N+](=O)[O-])cc1)Nc1cccc2cccnc12,64*,4
COc1ccc(NC(=O)Nc2cccc3c2O[C@@H](CN(C)CC2CC2)[C@H](C)CN([C@@H](C)CO)C3=O)cc1,7,/
CCC(C)Nc1nc(OC)nc(Oc2ccc(=O)[nH]n2)n1 (centres undefined),0,0
COc1ccc(NC(=O)N(C)C[C@@H]2OCCCC[C@@H](C)Oc3ccc(NS(=O)(=O)c4cccs4)cc3C(=O)N([C@H](C)CO)C[C@@H]2C)cc1,/,2
C[C@H]1CN([C@@H](C)CO)C(=O)Cc2cc(NC(=O)C3CC3)ccc2O[C@H]1CN(C)Cc1ccc(C(F)(F)F)cc1,1,2
CC(=O)Nc1ccc(S(=O)(=O)N2CCCCC2C)cc1 (centres undefined),/,0
O=C(CN1CCCCC1)Nc1ccc(NC(=O)CN2CCCCC2)cc1,-1,0
COc1cccc(NC(=O)CCc2nc(-c3ccccc3Cl)no2)c1,-1,-8
C[C@@H]1CCCCO[C@@H](CN(C)S(=O)(=O)c2cn(C)cn2)[C@@H](C)CN([C@@H](C)CO)C(=O)c2cc(NC(=O)NC3CCCCC3)ccc2O1,16,/
CCCCC/C=C\C/C=C\CCCCCCCC(=O)NCC(=O)O,/,0
COc1cc([N+](=O)[O-])ccc1NC(=O)COc1ccc2ccccc2c1,-2,9
C[C@H](CO)N1C[C@H](C)[C@@H](CN(C)C(=O)Nc2ccccc2)Oc2ccc(NC(=O)c3ccncc3)cc2C1=O,-1,/
C=CCc1cccc(C)c1OCCCN1CCC(C)CC1,-1,/
CS(=O)(=O)N(CC(=O)NC1CCCCC1)c1ccc(Cl)cc1Cl,-6,0
CCOc1ccc(Cl)cc1S(=O)(=O)n1cnc2ccccc21,-5,0
COc1ccc(S(=O)(=O)N(C)C[C@@H]2Oc3c(NC(=O)C4CCOCC4)cccc3C(=O)N([C@@H](C)CO)C[C@H]2C)cc1,-11,/
COc1ccc(-c2cnc3c(c2)C(=O)N([C@H](C)CO)C[C@H](C)[C@@H](CN(C)C(=O)Cc2ccccn2)O3)cc1,10,/
C[C@@H]1CN([C@@H](C)CO)C(=O)c2cc(NC(=O)CCC(F)(F)F)ccc2O[C@@H]1CN(C)Cc1ccc(-c2ccccc2)cc1,/,-1
COc1ccc(N(C(C)C(=O)Nc2ccc(Cl)cc2C)S(C)(=O)=O)cc1 (centres undefined),-10,1
